V1aR counter: agonists of human V1a receptor, primary screen, counter-screen for OXTR agonist project, fluorescence, CHO-V1R cells; 0.25% of 320,000 active; Fluo-8 calcium fluorescence, agonist mode; 0% DMSO, 100% 3 nM vasopressin; activation, % at 3 µM; AID 2797, 2010; Vasopressin V1a receptor (Homo sapiens), P37288;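 active = activation above the mean activation of all tested compounds plus 3 SD, per screening run, cut at about 20% in these data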;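 also: signal is peak over basal fluorescence ratio across a 100 second FLIPR read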
Target sequence (P37288 whole entry, looked up): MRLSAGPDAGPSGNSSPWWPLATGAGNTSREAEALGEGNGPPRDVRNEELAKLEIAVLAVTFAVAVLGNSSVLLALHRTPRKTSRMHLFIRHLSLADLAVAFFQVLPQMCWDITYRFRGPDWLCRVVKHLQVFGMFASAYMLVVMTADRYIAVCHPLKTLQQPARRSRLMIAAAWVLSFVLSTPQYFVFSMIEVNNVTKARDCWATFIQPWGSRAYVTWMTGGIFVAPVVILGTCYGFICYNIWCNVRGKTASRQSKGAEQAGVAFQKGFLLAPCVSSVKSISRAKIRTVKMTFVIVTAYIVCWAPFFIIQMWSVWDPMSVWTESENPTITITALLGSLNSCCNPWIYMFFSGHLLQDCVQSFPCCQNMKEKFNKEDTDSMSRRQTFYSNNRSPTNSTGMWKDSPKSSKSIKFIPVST
MEKK2wt PB1 HTS: modulators of MEK5 binding to wildtype MEKK2, primary screen, biochemical, multiplex bead flow cytometry, Alexa488-MEK5; Mitogen-activated protein kinase kinase kinase 2 (Homo sapiens), Q9Y2U5; binding response (% of control), % at 10 µM; Alexa488-MEK5 binding to MEKK2 WT; actives lie on both sides; 1.1% of 290,000 active; in the data active = binding response below about 67% or above about 130%
PHOSPHO1 inh: PubChem AID 1565; Phosphoethanolamine/phosphocholine phosphatase (Homo sapiens), Q8TCT1; recombinant PHOSPHO1, absorbance phosphatase assay; inhibition, % at 13.3 µM; 1.1% of 290,000 active; in the data active = inhibition above about 60%
OXTR ag: human OXTR agonists, primary screen, fluorescence, CHO-OTR cells, Fluo-8 calcium; Fluo-8 calcium fluorescence; normalized: DMSO 0%, oxytocin 100%; activation, % at 3 µM; Oxytocin receptor (Homo sapiens), P30559; 0.32% of 320,000 active;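 active = activation above the mean of all tested compounds plus 3 SD, cutoff set per screening run, cut at about 20% in these data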;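 also: peak over basal fluorescence ratio from a 100 s FLIPR kinetic read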
Target sequence (P30559 whole entry, looked up): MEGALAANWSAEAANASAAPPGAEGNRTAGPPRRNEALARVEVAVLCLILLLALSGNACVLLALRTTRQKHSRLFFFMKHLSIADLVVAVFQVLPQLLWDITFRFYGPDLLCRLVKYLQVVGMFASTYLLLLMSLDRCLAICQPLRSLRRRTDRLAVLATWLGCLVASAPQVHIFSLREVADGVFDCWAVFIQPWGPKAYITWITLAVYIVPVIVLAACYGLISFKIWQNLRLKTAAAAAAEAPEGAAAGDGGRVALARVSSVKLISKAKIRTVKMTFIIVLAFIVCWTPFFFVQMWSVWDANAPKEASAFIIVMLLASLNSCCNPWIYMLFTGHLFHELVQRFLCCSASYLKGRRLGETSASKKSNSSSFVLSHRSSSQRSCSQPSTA
MEKK3 PB1 HTS: modulators of MEKK3-MEK5 PB1 binding, primary screen, biochemical, wildtype MEKK3, multiplex bead flow cytometry, Alexa488-MEK5; Mitogen-activated protein kinase kinase kinase 3 (Homo sapiens), Q99759; bead-based flow cytometry, Alexa488-MEK5 binding to MEKK3; actives lie on both sides; 0 = blocked by unlabeled MEK5, 100 = vehicle; binding response (% of control), % at 10 µM; 1.4% of 290,000 active; AID 1529, 2009;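 active = binding response more than 3 SD above or below the average of its plate-row segment, actives on both sides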;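 also: Alexa488 bead fluorescence after subtracting the streptavidin-only scavenger bead signal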
GalR3 antag: GalR3 antagonists in HEK293 cells, primary screen, cell-based, fluorescence readout | AID 651719, 2012 | HEK293 GalR3-CNG cAMP membrane potential fluorescence; galR3 body fused to GalR1 C-terminus | inhibition, % at 3 µM | 0.44% of 360,000 active;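 active = inhibition above the screen-wide average plus 3 SD, cut at about 13% in these data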;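 also: forskolin and galanin both at EC90 stimulate the cells; cAMP rise reported by CNG channel membrane potential dye signal; 0% = forskolin plus galanin with DMSO and 100% = forskolin alone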
GPR7 antagonist: GPR7 receptor antagonists, primary screen, cell-based, fluorescence, single concentration | Neuropeptides B/W receptor type 1 (Homo sapiens), P48145 | 1.1% of 290,000 active | GPR7-expressing cells, fluorescence antagonist assay | inhibition, % at 4.4 µM; in the data active = inhibition above about 16%, passing the limit was not always enough;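 also: cells stimulated with the agonist NPW; 0% = agonist with vehicle and 100% = vehicle without agonist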
NALP1 inh: NALP1 inflammasome inhibitors in reconstituted yeast, colorimetric, S. cerevisiae, triplicate retest; S. cerevisiae NALP1/ASC/caspase-1 growth, X-gal OD620, 72 h; inhibition, % at 10 µM; 0.61% of 280,000 active; AID 2071, 2009; in the data active = inhibition mostly above about 24%, no sharp cut-off; inactive = mostly below about 32%; also: some compounds called inactive have numbers as strong as hits
MEKK2 mut-MEK5: MEK5 binding signal on mutant MEKK2 PB1, primary screen, biochemical, multiplex bead flow cytometry, Alexa488-MEK5 | 0.35% of 290,000 active | percent response, % at 10 µM | Alexa488-MEK5 binding to MEKK2 mutant | AID 1530, 2009; in the data active = percent response above about 24%, passing the limit was not always enough; also: inactives centre near 1; some results filed as inactive read as strong as hits; reference of the scale not given here
Numbers without * were called inactive; . = not tested or not shown.

Every second line gives: V1aR counter	MEKK2wt PB1 HTS	PHOSPHO1 inh	OXTR ag	MEKK3 PB1 HTS	GalR3 antag	GPR7 antagonist	NALP1 inh	MEKK2 mut-MEK5
> O=C1c2cccc3cccc(c23)N1Cc1ccc(F)cc1
  -1.4	114	-10	-2.4	109	-2	-9	12	0
> COc1ccc(CNc2nc3ccccc3n2Cc2ccccc2)cc1OC
  4.7	106	34	3.6	102	-3	-5	-13	4
> CCOc1ccc2[nH]c(C(=O)N/N=C/c3ccc(OC)cc3)cc2c1
  .	97	33	.	100	-2	20	-3	-1
> Cc1ccc(NC(=O)CCn2c(=O)c3cccn3c3ccccc32)cc1C
  0.3	94	6	-0.9	93	-8	-20	16	0
> Clc1ccc(/C=C/c2nc3ccccc3[nH]2)cc1
  -1.1	105	24	-2.2	103	-5	-5	-8	3
> CCOCCOC(=O)NCCCCCCNC(=O)OCCOCC
  -1.1	103	12	-0.8	103	-2	-10	1	8
> COC(=O)c1ccc(COc2ccc(C)cc2[N+](=O)[O-])o1
  -0.8	57	16	-1.8	57	-3	9	-14	-19
> CCn1cc(C2C3=C(CC(C)(C)CC3=O)N(c3ccccc3)C3=C2C(=O)CC(C)(C)C3)c(C)n1
  -0.3	105	0	-1.8	122	0	0	38	0
> COC1c2ccccc2C(=O)N1Cc1ccc(F)cc1 (configuration not stated)
  -0.4	105	.	-0.8	104	-9	-13	-27	2
> CN(C)c1ccnc(-n2cccc2/C=N/OCc2ccccc2)c1C#N
  1.0	104	29	0.7	102	-3	1	-4	5
> COc1ccc(CCOC(=O)CNC(=O)c2ccc(Cl)cc2Cl)cc1
  5.5	86	37	-1.5	89	-2	1	13	-11
> COc1ccc(OCc2nc(N)nc(Nc3ccc(C)cc3)n2)cc1
  -1.1	111	14	-2.5	105	-6	9	-3	5
> COC(=O)COC(=O)c1ccc(Oc2nc(OC)nc(N(C)C)n2)cc1
  1.1	105	-13	1.3	106	-1	-5	10	5
> COc1cccc(N/C(=N/C(=S)Nc2ccc(C)cc2C)Nc2nc(C)cc(C)n2)c1
  -1.2	101	25	-0.7	99	-3	2	10	-4
> Cc1ccc(S(=O)(=O)N2CCOCC2)cc1NC(=O)COC(=O)CCn1c(C)csc1=O
  0.7	104	28	-0.9	99	-3	-12	2	6
> O=C(COc1ccccc1Cl)Nc1ccc(C(=O)c2ccc(C(=O)O)cc2)cc1
  1.7	108	27	0.9	104	-2	-8	22	8
> CC(C)Oc1cccc(C(=O)C2CCCN(C(=O)c3cc(C(F)(F)F)[nH]n3)C2)c1 (configuration not stated)
  2.6	104	40	0.6	105	0	-13	3	10
> O=[N+]([O-])c1ccc(C2CNC(c3ccccc3)O2)cc1 (configuration not stated)
  -1.1	100	2	0.0	100	-10	5	-37	-3
> CC(NC(=O)OCc1ccccc1)C(=O)Oc1cc2oc(=O)cc(-c3ccccc3)c2cc1Cl (configuration not stated)
  1.9	109	-21	1.4	107	-6	-6	8	3
> CCC[C@@H]1C[C@@]1(CCC)[C@@H](NC(=O)c1ccccc1)c1ccc(C(=O)OC)cc1
  1.3	73	-6	0.6	59	-4	10	25	2
> C=CCn1c(SCC(=O)NC2CCCc3ccccc32)nnc1-c1ccncc1 (configuration not stated)
  0.3	95	5	-1.3	94	0	0	29	-3
> COc1ccc(NC2CCCN(C(=O)c3ccc(OC)cc3OC)C2)cc1 (configuration not stated)
  0.3	90	6	-0.3	94	-3	3	4	-10
> Cc1sc(NC(=O)CN(Cc2ccccc2)C(=O)C2CC2)c(C(N)=O)c1C
  0.9	100	-24	0.3	97	-6	-9	3	-1
> Cc1c(C(=O)N(C)Cc2ccccc2)oc2ccc(S(=O)(=O)N3CCCC3)cc12
  1.6	99	4	1.1	104	0	-1	-4	1
> Cc1c([N+](=O)[O-])nnn1-c1cc(Cl)cc(Cl)c1
  4.0	96	11	-2.0	101	.	15	-6	-5
> CCCc1cc(=O)oc2cc(OCc3ccc(OC)cc3)c(Cl)cc12
  3.2	107	-9	-0.2	93	-2	-4	22	5
> CC(C)(C)c1nnc(N/N=C/c2ccccc2O)n(N)c1=O
  8.8	96	-3	8.3	62	-6	2	9	-1
> CC(C)N(Cc1nc(-c2ccc(Cl)cc2)no1)C(=O)CCC1CCCC1
  1.0	105	-1	-0.3	105	-1	-11	23	0
> NNC(=S)Nc1ccc(C(F)(F)F)cc1Cl
  -0.1	90	25	-0.7	86	-1	-7	20	-26
> Cc1ccc2[nH]c3c(N4CCc5ccccc5C4)ncnc3c2c1
  7.2	139	20	12	95	-6	13	8	15

A portion from further up:
Every second line gives: V1aR counter	MEKK2wt PB1 HTS	PHOSPHO1 inh	OXTR ag	MEKK3 PB1 HTS	GalR3 antag	GPR7 antagonist	NALP1 inh	MEKK2 mut-MEK5
> COc1ccc(NC2CCCN(C(=O)c3ccc(OC)cc3OC)C2)cc1 (configuration not stated)
  0.3	90	6	-0.3	94	-3	3	4	-10
> Cc1sc(NC(=O)CN(Cc2ccccc2)C(=O)C2CC2)c(C(N)=O)c1C
  0.9	100	-24	0.3	97	-6	-9	3	-1
> Cc1c(C(=O)N(C)Cc2ccccc2)oc2ccc(S(=O)(=O)N3CCCC3)cc12
  1.6	99	4	1.1	104	0	-1	-4	1
> Cc1c([N+](=O)[O-])nnn1-c1cc(Cl)cc(Cl)c1
  4.0	96	11	-2.0	101	.	15	-6	-5
> CCCc1cc(=O)oc2cc(OCc3ccc(OC)cc3)c(Cl)cc12
  3.2	107	-9	-0.2	93	-2	-4	22	5
> CC(C)(C)c1nnc(N/N=C/c2ccccc2O)n(N)c1=O
  8.8	96	-3	8.3	62	-6	2	9	-1
> CC(C)N(Cc1nc(-c2ccc(Cl)cc2)no1)C(=O)CCC1CCCC1
  1.0	105	-1	-0.3	105	-1	-11	23	0
> NNC(=S)Nc1ccc(C(F)(F)F)cc1Cl
  -0.1	90	25	-0.7	86	-1	-7	20	-26
> Cc1ccc2[nH]c3c(N4CCc5ccccc5C4)ncnc3c2c1
  7.2	139	20	12	95	-6	13	8	15

The list goes on:
Every second line gives: V1aR counter	MEKK2wt PB1 HTS	PHOSPHO1 inh	OXTR ag	MEKK3 PB1 HTS	GalR3 antag	GPR7 antagonist	NALP1 inh	MEKK2 mut-MEK5
> CCOC(=O)c1sc(=NC(=O)CCS(=O)(=O)c2ccccc2)n(C)c1C
  -0.2	103	53	0.4	102	0	-14	-7	0
> CCN1CCN(C(c2cccs2)C(C)NC(=O)c2cccnc2)CC1 (configuration not stated)
  0.6	103	34	2.0	104	-4	-7	9	9
> CCOC(=O)c1c(O)c2c(n(Cc3ccco3)c1=O)CCCC2
  -1.9	104	7	-2.0	103	-1	0	6	-2
> Cc1cc(C)cc(NC(=O)CN2CCC(C(=O)c3ccccc3)CC2)c1
  -0.7	108	23	-1.5	103	-10	0	8	3
> CCOc1ccc(C(=O)NCC(C)NC(=O)c2ccc(OCC)cc2)cc1 (configuration not stated)
  0.4	107	-8	-1.8	104	6	-10	13	2
> CCc1ccc(OCC(=O)Nc2cccc3nsnc23)cc1
  -0.3	108	15	-2.0	105	-7	-9	6	3
> Cc1cc2oc(=O)cc(C)c2cc1NC(=O)CCC(=O)O
  0.2	.	-7	-0.3	.	-4	-4	21	.
> COC(=O)CCCCCN1C(=O)NC(c2ccc(-c3ccccc3)cc2)C(C(=O)OCc2ccccc2)=C1C (configuration not stated)
  0.5	95	6	0.0	106	-2	-3	28	1
> COc1cccc(OC(=O)CSc2nnc(-c3ccccc3Br)o2)c1
  0.6	100	20	-1.2	99	-2	-7	19	1
> CCCn1cc(SCC(=O)Nc2ccc3c(c2)OCO3)c2ccccc21
  0.1	98	-30	-2.4	103	.	-5	44	2
> c1ccc2c(N3CCCCC3)nc(N3CCOCC3)nc2c1
  -0.1	104	4	-2.6	105	-4	-9	-4	8
> CCOc1ccc(NC(=O)CSc2nnc(C(C)C)n2CC)cc1
  0.2	102	-8	0.6	107	3	-1	5	2
> CCOc1ccccc1C(=O)N[C@H](C(=O)OCc1cc(=O)oc2cc(C)ccc12)C(C)C
  0.1	99	-11	-2.1	113	0	0	2	0
> Cc1cc(C)cc(NS(=O)(=O)c2ccc(F)cc2)c1
  -1.2	101	28	-2.0	99	-6	-19	-7	5
> O=C(NCCO)C(=O)c1c(-c2ccc(Cl)cc2)cc2ccccn12
  0.7	100	11	-0.5	108	-6	-9	-8	-7
> Cc1cccc(NC(=S)NC(=O)c2ccc(Br)o2)c1
  -0.4	105	46	-2.2	102	-5	-7	12	5
> CC(C)(C)NC(=O)CCN(/N=C/c1ccccc1O)C1=NS(=O)(=O)c2ccccc21
  0.6	103	28	-0.1	100	-11	-14	-6	4
> COc1ccc(NC2CCCN(C(=O)c3cc(C)nc4cc(F)ccc34)C2)cc1 (configuration not stated)
  -0.6	96	20	-1.9	97	1	15	27	-5
> CCN(CC)S(=O)(=O)c1cc(C(=O)OCC(=O)Nc2cccc(Br)c2)ccc1F
  0.6	123	-7	0.4	95	-5	0	20	0
> CN(C)NC(=S)NC(=O)C12CC3CC(CC(C3)C1)C2
  0.2	101	12	0.9	99	1	-1	-2	3
> CCCCOc1cccc(OCCCC)c1C(=O)Nc1cc(C)on1
  -1.9	98	34	-1.6	105	-5	23	5	1
> O=C(CSc1nnc(Cc2cc(=O)[nH]c(=O)[nH]2)n1-c1ccc(F)cc1)NC1CCCC1
  -0.2	103	4	1.1	101	5	4	7	1
> Cc1nc([N+](=O)[O-])cn1CC(O)c1ccc(-c2ccccc2)cc1 (configuration not stated)
  -0.8	102	23	0.3	120	1	7	.	18
> CCC(C)N(C(=O)c1csnn1)C(C(=O)NC1CCCC1)c1ccc(F)cc1 (configuration not stated)
  0.2	100	22	0.4	103	-9	-10	8	-1
> CCCCC(=O)Nc1cccc(-c2nc3ncccc3o2)c1C
  5.6	103	.	-0.3	99	-10	0	0	1
> CC1=CC(C)(C)C(C(=O)O)C(C(=O)O)C1 (configuration not stated)
  -0.5	136*	-4	-0.3	141*	-1	0	18	10
> Cc1cc(C)c(C(=O)CSC2=NC(N)=C(C#N)C3(CCCCC3)C2C(N)=O)cc1C (configuration not stated)
  1.2	97	24	0.9	97	-6	-4	7	0
> Cc1ccc(Cl)c(NC(=O)COC(=O)c2ccccc2C(=O)c2ccc(Cl)c([N+](=O)[O-])c2)c1Cl
  0.8	99	-16	0.2	101	-10	-2	27	3
> CCCc1cc(C(=O)Nc2sc3c(c2C#N)CCC3)no1
  4.4	.	-9	0.7	.	.	4	26	.
